Vif-A3F inh: qHTS for Inhibitors of Vif-A3F Interactions: qHTS. HeLa A3F-eYFP + Vif (tagged APOBEC3F with the HIV-1 protein that degrades it), YFP fluorescence increase. Potency, µM (top dose mostly 46.1 µM), for inactives: at the top dose activity, negative = active. 390,000 tested, 0.2% active; further: % of control where 0% means no effect; nearly all actives have a fitted effect of over 65% in size
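Fluorescence increase (Ex 488/Em 500-530) after overnight compound treatment at 37 deg C flags inhibition of Vif-driven A3F-eYFP loss in stable HeLa A3F-eYFP/Vif cells seeded overnight beforehand.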
TrxR1 substrate: qHTS Assay for Substrates of Mammalian Selenoprotein Thioredoxin Reductase 1 (TrxR1): qHTS; AID 588456, 2011; purified TrxR1 substrate turnover, NADPH consumption readout; 390,000 tested, 0.01% active; Potency, µM (titrated, usually from 114 µM), for inactives: at the top dose activity change, negative = substrate turnover; Thioredoxin reductase 1, cytoplasmic (Rattus norvegicus), O89049; further: on the % scale 0 is the no-effect control and ±100 the full control effect; nearly all actives have a fitted effect of over 50% in size
Target sequence (O89049 whole entry, looked up): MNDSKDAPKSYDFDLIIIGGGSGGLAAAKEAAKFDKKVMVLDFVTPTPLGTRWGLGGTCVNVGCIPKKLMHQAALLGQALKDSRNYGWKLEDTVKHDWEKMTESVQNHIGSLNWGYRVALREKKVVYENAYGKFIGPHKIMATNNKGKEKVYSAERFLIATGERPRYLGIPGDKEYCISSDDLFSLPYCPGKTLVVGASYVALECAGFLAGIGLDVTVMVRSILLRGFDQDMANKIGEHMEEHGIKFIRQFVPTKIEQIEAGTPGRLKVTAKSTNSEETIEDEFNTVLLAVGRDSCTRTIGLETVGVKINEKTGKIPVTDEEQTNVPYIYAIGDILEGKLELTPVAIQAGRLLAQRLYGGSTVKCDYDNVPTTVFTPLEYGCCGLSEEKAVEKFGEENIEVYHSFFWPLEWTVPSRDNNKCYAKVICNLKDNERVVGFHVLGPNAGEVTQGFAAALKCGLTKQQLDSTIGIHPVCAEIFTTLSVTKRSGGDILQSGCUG
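Rat TrxR1, dispensed at 90 nM, was prereduced with 400 uM NADPH (final) for 5 min at ~22 deg C, then incubated with compound 15 min before 400 uM selenite. A first-read NADPH fluorescence drop versus no-compound background flagged substrates.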
USP1-UAF1 inh: Inhibitors of USP1/UAF1: Primary Screen. Potency, µM (series often up to 57.1 µM), for inactives: at the top dose activity change, negative = inhibition, usual class: inhibitors. recombinant USP1/UAF1, Ub-Rhodamine cleavage fluorescence. 390,000 tested, 0.23% active. Ubiquitin carboxyl-terminal hydrolase 1 (Homo sapiens), O94782; further: on the % scale 0 is the no-effect control and ±100 the full control effect; nearly all actives have a fitted effect of over 60% in size; inactives centre near -12
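1 nM enzyme complex + cpd, 15 min RT; start with Ub-Rho 150nM final; kinetic fluorescence ex 480/em 540, 6 reads q60 s. Buffer 50mM HEPES pH 7.8, 0.5mM EDTA, 0.1 mg/ml BSA, 1mM TCEP, 0.01% Tween-20.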
12-LOX inh: Primary qHTS assay for inhibitors of human arachidonate 12S-lipoxygenase (ALOX12): Round 2; Potency, µM (titrated, usually from 108 µM), without a hit: top-dose activity change, negative = inhibition, usual class: inhibitors; purified 12hLO, xylenol orange hydroperoxide absorbance; AID 1671190, 2021; 580,000 tested, 1.1% active; further: on the % scale 0 is the no-effect control and ±100 the full control effect
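Purified human 12hLO (150 nM final) in 25 mM Hepes, 0.01% Triton X-100, pH 7.0 was preincubated 15 min at room temperature with compound. Then 40 uM arachidonic acid was added, 30 min. Hydroperoxide was read by Fe-XO absorbance ratio 573/405 nm.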
RGS4 inh: Inhibitors of Regulator of G Protein Signaling (RGS) 4: qHTS; Regulator of G-protein signaling 4 (Homo sapiens), P49798; Transcreener GDP fluorescence polarization, RGS4-accelerated GTP hydrolysis; Potency, µM (titrated, usually from 114 µM), inactives show at the top dose activity change, negative = inhibition, actives largely listed as inhibitors; 390,000 tested, 0.039% active; AID 504845, 2011; further: on the % scale 0 is the no-effect control and ±100 the full control effect; nearly all actives have a fitted effect of over 75% in size; some results filed as inactive show a strong effect at the top dose
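MLSMR compounds (23 nl, pin-transferred) preincubated 10 min at room temperature with a 500nM (2x) first reagent, then RGS4 at 900nM (2x) plus Transcreener GDP mix added; fluorescence polarization (620/688 nm) read before and after 90 min at 30 °C.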
IDH1 R132H inh: qHTS for Inhibitors of mutant isocitrate dehydrogenase 1 (IDH1): qHTS. Potency, µM (highest dose often 76.6 µM), inactives show at the top dose activity change, negative = inhibition, hits mostly inhibitors. AID 602179, 2012. IDH1-R132H enzyme, NADPH consumption, diaphorase/resazurin fluorescence. 390,000 tested, 0.093% active. Isocitrate dehydrogenase [NADP] cytoplasmic (Homo sapiens), O75874; further: on the % scale 0 is the no-effect control and ±100 the full control effect; nearly all actives have a fitted effect of over 65% in size
Target sequence (O75874 whole entry R132H, stated change not applied): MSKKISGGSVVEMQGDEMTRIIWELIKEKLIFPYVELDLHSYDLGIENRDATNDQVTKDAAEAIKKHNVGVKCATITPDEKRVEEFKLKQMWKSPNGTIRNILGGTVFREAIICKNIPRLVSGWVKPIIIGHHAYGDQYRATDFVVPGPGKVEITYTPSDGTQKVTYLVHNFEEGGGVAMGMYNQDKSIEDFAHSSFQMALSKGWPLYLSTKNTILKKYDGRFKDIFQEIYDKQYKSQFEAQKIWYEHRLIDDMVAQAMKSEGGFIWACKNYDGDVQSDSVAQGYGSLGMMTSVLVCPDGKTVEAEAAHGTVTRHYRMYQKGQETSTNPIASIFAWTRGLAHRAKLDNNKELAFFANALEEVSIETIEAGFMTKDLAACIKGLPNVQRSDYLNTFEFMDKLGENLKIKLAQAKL
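IDH1-R132H (0.5 ug/mL) preincubated 30 min with compound, then NADPH (0.016 mM) and alpha-KG (2 mM) added; 80 min at RT, pH 7.5. Remaining NADPH coupled via diaphorase/resazurin to fluorescence (540/590 nm); concentration-response curves normalized to no-enzyme control.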
RXFP1 ag: qHTS Assay for Agonists of the Relaxin Receptor RXFP1 | Relaxin receptor 1 (Homo sapiens), Q9HBX9 | HEK293T-RXFP1 cAMP TR-FRET, 30 min; response scale: percent of porcine relaxin response, buffer zero | Potency, µM (titrated, usually from 57.5 µM), for inactives: at the top dose activation, hits mostly activators | 370,000 tested, 0.3% active; further: on the % scale 0 is the no-effect control and ±100 the full control effect; nearly all actives have a fitted effect of over 60% in size; many of its hits are not listed in these tables
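Agonist response is measured as cAMP accumulation in an RXFP1-transfected HEK293T line under PDE4 inhibition. Values are scaled between buffer-only and 29 nM porcine relaxin, and EC50s come from standard Hill equation fits.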
Vif-APOBEC3G blk: qHTS for Inhibitors of Vif-A3G Interactions: qHTS. HeLa A3G-eYFP + Vif (tagged APOBEC3G with the HIV-1 protein that degrades it), YFP fluorescence, overnight. Potency, µM (top dose mostly 46.1 µM), inactives show at the highest dose activity, negative = active, hits mostly inhibitors. 410,000 tested, 0.076% active. AID 602310, 2012;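 further: on the % scale 0 is the no-effect control and ±100 the full control effect; nearly all actives have a fitted effect of over 60% in size; hits raise eYFP signal because A3G escapes Vif-driven loss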
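HeLa cells stably expressing Vif and C-terminally eYFP-tagged A3G, seeded overnight at 37 deg C, then exposed to compound by pintool overnight at 37 deg C. Rise in yellow fluorescence (Ex 488/Em 500-530, Acumen) marks blocked Vif-driven A3G degradation.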
rTrxR1 inhibitor: qHTS Assay for Inhibitors of Mammalian Selenoprotein Thioredoxin Reductase 1 (TrxR1): qHTS; recombinant rTrxR1, NADPH fluorescence consumption, selenite substrate; Thioredoxin reductase 1, cytoplasmic (Rattus norvegicus), O89049; 390,000 tested, 1% active; Potency, µM (doses to about 114 µM), for inactives: at the top dose activity change, negative = inhibition, hits mostly inhibitors; AID 588453, 2011; further: on the % scale 0 is the no-effect control and ±100 the full control effect; nearly all actives have a fitted effect of over 65% in size
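Rat TrxR1 (90 nM in the dispensed reagent) was pre-reduced with 400 uM NADPH for 5 min at room temperature, then incubated with compound for 15 min. After 400 uM selenite was added, NADPH fluorescence (Ex 340/Em 450 nm) was followed for 8 min.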
Numbers without * were called inactive; ? = inconclusive; [ ] = another dose, or the depositor's remark. The call rests on the fitted dose curve; in most records, active means well fitted curve in the direction sought with a large enough effect; inconclusive means small, poorly fitted or top-dose-only effect, or another doubt; inactive means no such curve, though single readings can be large; an effect the other way counts as inactive or inconclusive. Potency means the concentration at half of the fitted maximal effect.

SMILES | Vif-A3F inh | TrxR1 substrate | USP1-UAF1 inh | 12-LOX inh | RGS4 inh | IDH1 R132H inh | RXFP1 ag | Vif-APOBEC3G blk | rTrxR1 inhibitor
CC(C)n1c(NCc2ccccc2O)nc2ccccc21 | ? | 6% | -32% | 7% | -13% | 0% | -0.3% | 0% | 25%
CCCc1cc(=O)n2[nH]cnc2n1 | -11% | -3% | -3% | -21% | 24% | 0% | 2.0% | -1% | 4%
CC(C)C(O)(C#CCN1CCCC1)c1ccccc1 (stereo not given) | -4% | 6%[57.1 µM] | -12% | ? | 4% | 3% | 2.0% | 0% | 7%[57.1 µM]
COc1ccc(-c2nnc(-c3ccc(Br)o3)o2)cc1OC | -9% | 1% | -9% | 0% | -2% | 4% | 27% | 2% | 3%
Cc1ccc(S(=O)(=O)N(C)C)cc1NC(=O)CN1C(=O)NC(Cc2c[nH]c3ccccc23)C1=O (stereo not given) | 1% | 4% | -16% | 1% | 4% | -3% | -0.5% | 4% | 14%
CC(C)c1nn2c(=O)cc(COC(=O)c3ccccc3NC(=O)C3CCCCC3)nc2s1 | 4% | -2%[57.1 µM] | -19% | -21% | -1% | 0% | -0.7% | 6% | 9%[57.1 µM]
COc1cc(OC)c(NC(=O)c2c(N3CCCC3=O)c3cc(C)ccc3n2C)cc1Cl | -7% | -3% | ? | -11% | 4% | -8% | ? | -1% | 12%
Cc1onc(-c2c(F)cccc2Cl)c1C(=O)N=C(N)N1CC(C)OC(C)C1 (stereo not given) | -21% | 6%[57.1 µM] | ? | 28% | -19% | 3% | -1.1% | -1% | 19%[57.1 µM]
O=C(Nc1nccs1)c1ccc(COc2ccc(F)cc2)o1 | -1% | 5% | -13% | 13% | 23% | 4% | -0.5% | 2% | 3%
O=C1C=C(c2cccc(Br)c2)C[C@@H](c2ccc(F)cc2)C1 | 3% | -2% | -31% | -43% | 5% | 11% | 2.8% | 3% | 21%[57.1 µM]
Cc1nc2ccccn2c1C(=O)NCCCN1CCOCC1 | 4% | -23%[57.1 µM] | -14% | 1% | -7% | 9% | 4.5% | 3% | -11%[57.1 µM]
CC12CCC(C(=O)N(Cc3ccccc3)Cc3ccccc3)(OC1=O)C2(C)C (stereo not given) | 0% | 2%[57.1 µM] | 0% | 93%[activator] | 38% | 4% | -0.2% | -10% | 12%[57.1 µM]
C/C(=C1/SC(N2CCOCC2)=NC1=O)c1ccc(Br)cc1 | -2% | 10%[57.1 µM] | -12% | 3% | 19% | 3% | -0.2% | 0% | 13%[57.1 µM]
COc1ccc(-c2cc(-c3ccc(C)cc3)nc3c2COc2ccccc2-3)cc1 | -3% | 12% | -29% | -22% | 15% | 1% | 4.0% | 0% | 17%
CC(=O)c1c(N2CCCCC2)nc(=S)n(-c2ccccc2)c1C | -2% | 1% | -2% | -66% | -47% | 6% | 1.9% | -4% | 0%
Cc1ccc(C)c(S(=O)(=O)N2CCN(C(=O)CCc3c[nH]c4ccccc34)CC2)c1 | 3% | 1% | -25% | ? | -5% | 5% | -1.6% | 4% | 10%
CNc1nc(Nc2ccc(C)c(Cl)c2)nc(N)c1[N+](=O)[O-] | 6% | -3% | -18% | -27% | -23% | 9% | 4.1% | ? | 2%
O=C(Nc1cc(C(F)(F)F)ccc1-n1cncn1)c1ccc(F)cc1Cl | -1% | -15% | -6% | -2% | -43% | 4% | 1.3% | -1% | -16%
Cc1cccc(C(=O)N2CCCCCC2)c1[N+](=O)[O-] | 0% | 6% | -16% | -3% | -9% | 6% | 2.2% | 5% | 20%
CCCCN(CCCC)CCNC(=O)c1cc(-c2cccnc2)nc2ccc(S(=O)(=O)N3CCC(C)CC3)cc12 | 0% | -2%[57.1 µM] | -6% | -18% | -20% | -6% | 3.1% | 0% | 15%[57.1 µM]
COc1cc(C(=O)COC(=O)CNC(=O)C2CCCCC2)cc(OC)c1OC | 2% | -4% | -1% | 0% | 39% | -1% | 1.4% | 1% | 1%
C=C(C)COc1ccc2c(C)c(CCC(=O)N3C[C@H]4C[C@@H](C3)c3cccc(=O)n3C4)c(=O)oc2c1 | 7% | 97%[activator] | -20% | 10% | 8% | -8% | -0.3% | 0% | -10%
CCc1ccn2cc(-c3cc(-c4ccccc4)no3)nc2c1 | 1% | 6% | -25% | -6% | -46% | 0% | -0.9% | 1% | 18%
COC(=O)c1ccc(COC(=O)CNS(=O)(=O)c2ccc(C)cc2)cc1 | -4% | 1% | -8% | -1% | -16% | 0% | 0.0% | 3% | 8%
Fc1ccc(Oc2ccc3nnc(C(F)(F)F)n3n2)cc1 | -15% | -1%[57.1 µM] | -18% | -27% | -16% | 0% | 1.8% | 2% | 11%[57.1 µM]

(more compounds)
SMILES | Vif-A3F inh | TrxR1 substrate | USP1-UAF1 inh | 12-LOX inh | RGS4 inh | IDH1 R132H inh | RXFP1 ag | Vif-APOBEC3G blk | rTrxR1 inhibitor
CC1CCCN(S(=O)(=O)c2ccc(NC(=O)CN3CCN(C)CC3)cc2)C1 (stereo not given) | -5% | 3%[57.1 µM] | -4% | ? | 16% | 2% | 1.0% | 1% | 10%[57.1 µM]
COc1ccc(-c2nnc(SC(=O)N3c4ccccc4Sc4ccccc43)o2)cc1 | -1% | 14% | -3% | 8.9µM* | -10% | 8% | 0.4% | -23% | 5%
COc1ccc([C@@]2(C(C)C)ON(c3ccccc3C(F)(F)F)C2=O)cc1 | 2% | -10% | 5% | ? | 4% | 2% | 1.3% | -13% | 7%
CC(OC(=O)C1CCN(S(=O)(=O)c2ccc3c(c2)OCCO3)CC1)C(=O)N(C)c1ccccc1 (stereo not given) | 1% | 3% | -23% | 25% | -4% | -9% | -0.6% | 6% | 20%
CCCc1nc2n[nH]c(N)c2c2c1CCC2 | 1% | 12%[57.1 µM] | -29% | -3% | -6% | 4% | 22% | -10% | 14%[57.1 µM]
CC(C)(C)OC(=O)N1CCC(c2c(C(=O)NCC3CCN(C4CCCC4)C3)cnn2-c2cccc(Cl)c2)CC1 (stereo not given) | 3% | -2% | -9% | -1% | -23% | -3% | 1.3% | 2% | -17%
Cc1ccccc1OCC(=O)NNC(=S)NC(=O)c1ccccc1[N+](=O)[O-] | -1% | 7%[57.1 µM] | -24% | 2% | -51% | -4% | -0.2% | -3% | -2%[57.1 µM]
O=C(c1ccccc1)c1cccc[n+]1[O-] | 7% | 6%[57.1 µM] | -7% | 3% | -10% | -4% | -0.2% | 3% | 1%[57.1 µM]
Cc1ccc(C(=O)NC2CCS(=O)(=O)C2)cc1S(=O)(=O)N1CCOCC1 (stereo not given) | 2% | 6%[57.1 µM] | -12% | 1% | 15% | 4% | -0.3% | 0% | 21%[57.1 µM]
COc1ccc(-c2nn(-c3ccccc3)cc2CNCCN2CCOC2=O)c(F)c1 | 0% | 10% | -7% | -3% | -8% | 3% | 0.8% | 2% | -33%

Looked up above.
Under TrxR1 substrate, CC(C)(C)OC(=O)N1CCC(c2c(C(=O)NCC3CCN(C4CCCC4)C3)cnn2-c2cccc(Cl)c2)CC1 (stereo not given) has the entry -2%
Under Vif-APOBEC3G blk, Cc1ccc(C(=O)NC2CCS(=O)(=O)C2)cc1S(=O)(=O)N1CCOCC1 (stereo not given) has the entry 0%
Under USP1-UAF1 inh, O=C(c1ccccc1)c1cccc[n+]1[O-] has the entry -7%

Filtered by structure, those above with a Cl atom
SMILES | Vif-A3F inh | TrxR1 substrate | USP1-UAF1 inh | 12-LOX inh | RGS4 inh | IDH1 R132H inh | RXFP1 ag | Vif-APOBEC3G blk | rTrxR1 inhibitor
COc1cc(OC)c(NC(=O)c2c(N3CCCC3=O)c3cc(C)ccc3n2C)cc1Cl | -7% | -3% | ? | -11% | 4% | -8% | ? | -1% | 12%
Cc1onc(-c2c(F)cccc2Cl)c1C(=O)N=C(N)N1CC(C)OC(C)C1 (stereo not given) | -21% | 6%[57.1 µM] | ? | 28% | -19% | 3% | -1.1% | -1% | 19%[57.1 µM]
CNc1nc(Nc2ccc(C)c(Cl)c2)nc(N)c1[N+](=O)[O-] | 6% | -3% | -18% | -27% | -23% | 9% | 4.1% | ? | 2%
O=C(Nc1cc(C(F)(F)F)ccc1-n1cncn1)c1ccc(F)cc1Cl | -1% | -15% | -6% | -2% | -43% | 4% | 1.3% | -1% | -16%
CC(C)(C)OC(=O)N1CCC(c2c(C(=O)NCC3CCN(C4CCCC4)C3)cnn2-c2cccc(Cl)c2)CC1 (stereo not given) | 3% | -2% | -9% | -1% | -23% | -3% | 1.3% | 2% | -17%

An excerpt; the hit share may differ from the screen's.
